High-throughput results from PubChem.
GLS inh – glutaminase GLS (human) inhibition. O94925. GLS enzymatic activity, qHTS titration. Potency, µM (doses to about 45.5 µM), without a hit: at the top dose activity change, negative = inhibition, hits mostly inhibitors. hit rate 0.21% among 410,000; also: % is scaled to controls: 0 for no effect and ±100 for the full control effect
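Compounds were pin-transferred onto hKGA, after which L-glutamine (1 mM solution) and a detection mix of glutamate oxidase, HRP and Amplex Red were added. Initial and 30 min RT fluorescence reads were collected.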
Tb PGK inh – blocks T. brucei phosphoglycerate kinase; P07378; PGK/GAPDH coupled, Kinase-Glo luminescence, 60 min; Potency, µM (highest dose often 57.5 µM), for inactives: at the top dose activity change, negative = inhibition, usual class: inhibitors; hit rate 0.043% among 380,000; also: % is scaled to controls: 0 for no effect and ±100 for the full control effect; nearly all actives have a fitted effect of over 60% in size
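Recombinant glycosomal PGK reaction used 1,3-bisphosphoglycerate generated in-well by GAPDH (100nM final) in 100mM TEA pH 7.6, 5mM MgCl2, 0.01% Tween-20. After 60 minutes at room temperature, ATP was read by Kinase-Glo Plus luminescence end-point.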
RGS4 inh – human RGS4 inhibition; AID 504845; Potency, µM (doses to about 114 µM), for the others: top-dose activity change, negative = inhibition, hits mostly inhibitors; Transcreener GDP fluorescence polarization, RGS4-accelerated GTP hydrolysis; hit rate 0.039% among 390,000; P49798; also: % is scaled to controls: 0 for no effect and ±100 for the full control effect; nearly all actives have a fitted effect of over 75% in size; some results filed as inactive show a strong effect at the top dose
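MLSMR compounds (23 nl, pin-transferred) preincubated 10 min at room temperature with a 500nM (2x) first reagent, then RGS4 at 900nM (2x) plus Transcreener GDP mix added; fluorescence polarization (620/688 nm) read before and after 90 min at 30 °C.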
JMJD2A Tudor – JMJD2A Tudor domain (human) inhibition. hit rate 4.4% among 390,000. Potency, µM (top dose mostly 114 µM), for the others: at the highest dose activity change, negative = inhibition, actives largely listed as inhibitors. AID 504339. AlphaScreen JMJD2A-Tudor / H3K4me3 peptide binding. O75164; also: % is scaled to controls: 0 for no effect and ±100 for the full control effect; nearly all actives have a fitted effect of over 50% in size
HP1b binding inh – inhibitors of HP1-beta chromodomain binding to methylated histone tails; P83916; AlphaScreen HP1-beta / biotin-H3K9me3 peptide binding; Potency, µM (series often up to 114 µM), for inactives: at the highest dose activity change, negative = inhibition, hits mostly inhibitors; hit rate 0.56% among 390,000; also: nearly all actives have a fitted effect of over 70% in size; inactives centre near 23
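Compound inhibition of the preformed complex between 50 nM HP1-beta and 50 nM biotinylated H3K9me3 peptide was read by AlphaScreen. Buffer was PBS pH 7.4 with 0.01% Tween-20. Incubations ran 30 min at room temperature, with 10 ug/mL donor/acceptor beads.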
ALOX12 inh – inhibitors of human 12S-lipoxygenase ALOX12 | P18054 | purified 12hLO, xylenol orange hydroperoxide absorbance | Potency, µM (series often up to 108 µM), inactives show top-dose activity change, negative = inhibition, usual class: inhibitors | hit rate 1.1% among 580,000 | AID 1671190; also: % is scaled to controls: 0 for no effect and ±100 for the full control effect
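Purified human 12hLO at 150 nM in 25 mM Hepes, 0.01% Triton X-100, pH 7.0, preincubated 15 min at room temperature with compound. Reaction started with 40 uM arachidonic acid, 30 min at room temperature. Hydroperoxide measured by Fe-xylenol orange, 573/405 nm absorbance ratio.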
TrxR1 inh – rat TrxR1 inhibition; hit rate 1% among 390,000; Potency, µM (doses to about 114 µM), inactives show top-dose activity change, negative = inhibition, usual class: inhibitors; AID 588453; recombinant rTrxR1, NADPH fluorescence consumption, selenite substrate; O89049; also: % is scaled to controls: 0 for no effect and ±100 for the full control effect; nearly all actives have a fitted effect of over 65% in size
Target sequence (O89049 whole entry, looked up): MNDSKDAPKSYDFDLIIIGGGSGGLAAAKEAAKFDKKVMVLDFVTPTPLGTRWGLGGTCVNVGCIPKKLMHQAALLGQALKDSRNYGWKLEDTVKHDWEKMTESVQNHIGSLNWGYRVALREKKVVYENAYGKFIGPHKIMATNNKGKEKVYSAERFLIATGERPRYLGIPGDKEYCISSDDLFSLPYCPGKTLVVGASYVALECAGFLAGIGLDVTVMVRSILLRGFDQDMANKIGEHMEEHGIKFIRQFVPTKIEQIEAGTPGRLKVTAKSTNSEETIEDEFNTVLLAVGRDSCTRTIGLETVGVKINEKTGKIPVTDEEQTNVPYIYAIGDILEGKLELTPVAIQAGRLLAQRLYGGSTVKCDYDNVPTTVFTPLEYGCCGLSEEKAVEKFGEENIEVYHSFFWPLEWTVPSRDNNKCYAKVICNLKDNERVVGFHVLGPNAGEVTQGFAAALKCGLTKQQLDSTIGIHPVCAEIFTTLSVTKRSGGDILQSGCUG
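Rat TrxR1 (90 nM in the dispensed reagent) was pre-reduced with 400 uM NADPH for 5 min at room temperature, then incubated with compound for 15 min. After 400 uM selenite was added, NADPH fluorescence (Ex 340/Em 450 nm) was followed for 8 min.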
ERG Ets-DNA blk – blocks human ERG Ets domain binding to DNA; P11308; fluorescence polarization, His-ERG Ets domain / labelled DNA; Potency, µM (series often up to 76.9 µM), for inactives: at the highest dose FP activity, negative = inhibition, most hits filed as inhibitors; hit rate 0.028% among 370,000; active = well fitted inhibition curve with a large enough effect in the polarisation, with a control signal flat; inconclusive = small, poorly fitted or top-dose-only effect, or effect the other way, or a change in a side signal; inactive = no such curve, though single readings can be large or run the other way; the % refers to the polarisation;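 also: polarization taken with two DNA probes labelled with fluorescein and Texas red; % of control where 0% means no effect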
Target sequence (P11308 whole entry, looked up, the tested form may be a part): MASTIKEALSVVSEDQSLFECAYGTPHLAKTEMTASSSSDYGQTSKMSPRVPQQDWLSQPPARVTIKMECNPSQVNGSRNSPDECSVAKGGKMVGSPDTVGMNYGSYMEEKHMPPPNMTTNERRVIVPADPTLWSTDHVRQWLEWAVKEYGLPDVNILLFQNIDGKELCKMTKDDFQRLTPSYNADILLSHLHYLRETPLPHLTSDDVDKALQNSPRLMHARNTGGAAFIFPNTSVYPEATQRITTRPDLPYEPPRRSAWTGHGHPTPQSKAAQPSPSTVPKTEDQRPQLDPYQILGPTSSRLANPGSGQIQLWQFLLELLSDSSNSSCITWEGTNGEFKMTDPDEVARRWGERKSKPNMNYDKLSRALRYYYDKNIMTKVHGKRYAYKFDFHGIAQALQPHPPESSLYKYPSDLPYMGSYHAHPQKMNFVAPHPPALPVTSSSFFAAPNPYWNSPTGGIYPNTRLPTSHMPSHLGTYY
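His-tagged ERG Ets domain (1 uM in the protein solution; 300mM KCl, 50mM Tris-HCl, 1mM EDTA, 1mM DTT, pH 7.5) received compound, then a probe mix of 5 nM fluorescein-DNA and 100nM Texas-615-DNA. Fluorescence polarization was read for both dyes.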
Pin1 inh – inhibitors of human Pin1. Q13526. Pin1 FP peptide displacement, HiFluor488, 10 min. Potency, µM (titrated, usually from 115 µM), without a hit: at the highest dose activity, negative = inhibition, actives largely listed as inhibitors. hit rate 0.009% among 390,000; active = well fitted inhibition curve with a large enough effect in the polarisation, with a control signal flat, not every such curve was filed as active; inconclusive = small, poorly fitted or top-dose-only effect, or effect the other way, or a change in a side signal; inactive = no such curve, though single readings can be large or run the other way; the % refers to the polarisation; also: % is scaled to controls: 0 for no effect and ±100 for the full control effect
* hit, by the source's call; i = inactive; ? = inconclusive; . = not tested or not shown; & = joins results of further samples; [ ] = another dose, or the depositor's remark. Unless noted, calls follow the shape of the dose curve; as a rule, active = well fitted curve in the direction sought with a large enough effect; inconclusive = small, poorly fitted or top-dose-only effect, or another doubt; inactive = no such curve, though single readings can be large; an effect the other way counts as inactive or inconclusive. Potency is read from the fitted curve at half-maximal effect. Not all compounds are listed; count on the stated rates, not on these rows.

Structure,GLS inh,Tb PGK inh,RGS4 inh,JMJD2A Tudor,HP1b binding inh,ALOX12 inh,TrxR1 inh,ERG Ets-DNA blk,Pin1 inh
Cc1cc(O)c(C(C)C)cc1NS(=O)(=O)c1ccccc1,73.1%[activator],-3.9%,26.7%,-15.4%,13.2%,0.0%,-10.6%,6.8%,11.4%
O=C(O)/C=C\c1cn(-c2ccccc2)nc1-c1cc2ccccc2o1,-15.4%,-0.6%,-49.8%,-21.1%,9.5%,-12.3%,19.5%[57.1 µM],10.4%,1.3%
CCn1cc([N+](=O)[O-])c(C(=O)Nc2ccn(C34CC5CC(CC(C5)C3)C4)n2)n1,-0.8%,6.2%,6.8%,-14.5%[57.1 µM],12.9%,-14.2%,-0.5%,-0.5%,3.1%
S=c1[nH]nc(-c2cccnc2)n1/N=C/C=C/c1ccco1,-25.8%,5.2%,-11.6%,20µM*,35.2%,?,-19.4%,6.2%,?
COc1ccc(CCNC(=O)C2CCC(=O)N2Cc2ccccc2Cl)cc1OC (stereo unspecified),-7.3%,.,-32.0%,2.7%,64.8%[activator],15.2%,13.4%,-5.7%,-0.4%
O=C1S/C(=C\c2ccccn2)C(=O)N1Cc1ccccc1F,1.3%,-0.1%,0.6%,-20.0%,0.9%,?,6.8%,4.5%,-5.9%
O=C(CSc1ccccn1)Nc1cccc(NC(=O)CSc2ccccn2)n1,11.5%,-8.5%,10.9%,-5.0%,16.1%,-25.5%,-23.6%[11.4 µM],.,20.8%
CC1(C)OC2C(O1)[C@@H](CO)O[C@H]2n1cnc2c(N)ncnc21 (stereo partly specified),9.9%,-8.7%,-11.7%,-12.1%,43.9%[activator],0.0%,32.3%,-2.5%,-0.5%
O=C(CCc1ccc(S(=O)(=O)NCc2ccccc2)cc1)NCc1ccc2c(c1)OCO2,-6.8%,7.9%,-38.5%,-9.6%,33.7%[activator],23.3%,18.3%,3.0%,-4.8%
COc1ccc(C(=O)CNc2ccccc2Br)cc1,1.8%,-0.3%,-21.7%,54.2%[activator],160.6%[activator],40.0%[activator],20.1%,3.6%,0.4%
O=C(O)c1ccc(Cn2cc(/C=C\[N+](=O)[O-])c3ccccc32)o1,7.0%,-4.6%,-32.6%,-23.9%,5.9%,?,?,8.8%,5.1%
O=C1CN(C(=S)Nc2ccc(OC(F)F)cc2)CCN1,3.6%,-8.4%,10.8%,-5.5%,33.5%,-0.6%,9.2%[57.1 µM],-2.3%,-3.3%
COc1ccc(N2CCN(c3oc(/C=C/c4ccccc4OC)nc3C#N)CC2)cc1,-4.0%,.,25.3%,?,?,0.0%,32.9%,-2.7%,0.9%
COc1ccc(N(C(=O)c2ccc(OC)c(OC)c2)S(=O)(=O)c2ccc(Cl)cc2)cc1,-12.6%,i,24.9%,-17.3%,2.0%,-21.6%,1.6%,?,?
CCOc1ccc(N(CC(=O)OC)S(=O)(=O)c2ccc3c(c2)n(C)c(=O)c(=O)n3C)cc1,-10.4%&6.4%,-0.2%&-5.3%,6.2%&0.0%,-1.6%&-20.0%,34.5%&23.3%,-18.9%&8.7%,22.7%[57.1 µM],5.7%&4.4%,5.6%&-5.4%
COc1ccc(-c2cc(C(=O)NCCN3CCOCC3)c3ccccc3n2)cc1,-0.8%,-3.0%,29.0%,-3.3%,28.8%,0.0%,-21.5%,-8.7%,-16.9%
CSc1cccc(NC(=O)CN(C)S(=O)(=O)c2ccc(F)cc2)c1,-0.1%,1.2%,-15.3%[11.4 µM],16.4%[11.4 µM],-3.6%,0.0%,-6.6%[57.1 µM],?,0.3%
O=C(COC(=O)C1CC(=O)N(Cc2ccco2)C1)c1ccc(OC(=O)c2ccccc2)cc1 (stereo unspecified),2.8%,?,-13.9%[11.4 µM],?,?,9.4%,-58.7%,-3.8%,0.7%
Cc1ccccc1-c1nc(CN2CCC(C(=O)NCc3ccco3)CC2)c(C)o1,-0.5%,-0.6%,8.6%,-21.4%,-4.1%,.,5.8%,0.4%,-0.8%
COC(=O)/C(=C\Nc1ccc(Oc2ccc(F)cc2F)nc1)NC(=O)c1ccccc1,-12.5%,i,-19.1%,-11.2%,30.8%,?,-31.1%,3.4%,1.6%
CCOc1cc(NC(=O)C2CC2)c(OCC)cc1NC(=O)c1ccccn1,-12.4%,-8.1%,-4.5%,-7.9%,14.8%,0.0%,11.0%[57.1 µM],-11.0%,-11.4%
CC1CCN(C(=O)c2ccc(S(=O)(=O)N(C)C)cc2)C(C)C1 (stereo unspecified),-8.5%,-4.9%,-10.5%,0.0%,8.6%,17.2%,16.8%[57.1 µM],-3.0%,2.2%
CCC(=O)N1c2ccc(S(=O)(=O)CCC(=O)Nc3nccs3)cc2CC1C (stereo unspecified),-5.1%,-13.5%,-27.8%,-14.8%,72.5%[activator],-17.1%,3.7%,-14.3%,-6.5%
CCN1C(=O)C2(SC(NC(C)=O)=NN2C(C)=O)c2cc(C)ccc21 (stereo unspecified),-1.3%,-1.4%[11.5 µM],-21.4%,-11.3%,13.2%,-14.2%,6.7%,.,-0.6%
CCCNc1nc(NCc2ccccc2OC)c2cnn(C)c2n1,-3.7%,.,-16.7%,?,30.1%,39.8µM*,8.0%[57.1 µM],-5.4%,-1.2%
O=C(COC(=O)CCN1C(=O)C2CC=CCC2C1=O)NCCc1ccc(F)cc1 (stereo unspecified),-4.2%,i,-36.8%,-18.1%,29.4%,-9.6%,19.2%,3.4%,-1.4%
O=C(CN1c2ccccc2Sc2ccccc21)NNC(=S)Nc1ccc(Cl)cc1,15.8µM*,2.2%,-10.8%,?,?,14.1µM*,-15.2%[57.1 µM],2.4%,21.1%
C=CCn1c(=O)c2ccccc2n2c(SCc3c(C(=O)OCC)oc4ccccc34)nnc12,15.4%,-7.4%,22.4%,1.6%[57.1 µM],30.9%,8.5%,28.4%,6.8%,-1.3%
CCCn1nc(C(=O)NCCN2CCOCC2)c2ccccc2c1=O,13.1%,-7.9%,44.5%,?,8.5%,-10.2%&0.0%,7.7%[57.1 µM],3.5%,-1.1%
N#Cc1ccc(-c2ccccc2)nc1SCC(=O)c1cccc(Cl)c1,16.7%,3.8%,15.5%,6.3%,43.2%,-3.9%,-10.1%,7.5%,6.6%
CN(C)CCN(C(=O)C1CCN(S(=O)(=O)c2cccs2)CC1)c1nc2c(F)cccc2s1,6.9%,i,-28.6%,-15.2%,-2.6%,?,11.7%,5.4%,-0.6%
O=C(O)C1CCC(=O)N1C1c2ccccc2Oc2ccccc21 (stereo unspecified),0.6%,-9.5%,-21.6%,-12.7%,35.2%[activator],-19.3%,25.9%[57.1 µM],-4.0%,-0.8%
Cc1ccc(C(=O)Nc2nc(-c3ccccn3)cs2)s1,3.6%,-6.2%,-16.0%,56.2µM*,27.3%,309.7%[activator],-17.7%,7.8%,1.0%
COc1cccc(N/C(SCc2cccc([N+](=O)[O-])c2)=C(/C#N)C(=O)NCc2cccs2)c1,-14.3%,-1.5%,-2.5%,-21.6%,4.8%,-13.1%,11.7%[57.1 µM],-0.7%,-3.3%
COc1ccc(-c2ccnc3[nH]n(-c4ccccc4)c(=O)c23)cc1,-18.1%&1.4%,-1.1%&9.5%,-7.8%&-1.4%,-12.6%&-9.3%,27.5%&31.6%,28.3%&0.0%,12.9%[57.1 µM],-3.3%&-0.4%,-0.5%&21.5%
COC(=O)c1ccc(C(=O)Nc2ccc3nc(-c4ccncc4)[nH]c3c2)cc1,0.5%,i,-45.8%,-17.1%,27.7%,1.0%,19.2%,16.2%,3.0%
CN(C)C(=O)C(Sc1ccc(S(=O)(=O)N2CCCC2)cn1)c1ccccc1 (stereo unspecified),4.3%,i,?,?,1.5%,?,-2.2%,.,4.1%
COc1cc(N)cc(NC(=O)c2ccncc2)c1,21.2%,-0.4%,-2.7%,-12.0%,11.7%,-11.8%,-1.2%,-5.4%,-4.9%
COc1ccc(NC(=O)CN(C)C(=O)c2cccnc2Sc2ccc(C)c(C)c2)cc1,5.7%,3.2%,-6.6%,-16.6%,5.1%,-0.3%,4.0%,-8.2%,2.3%
CCc1ccc(NC(=O)c2cnc(SC)nc2C)cc1,-2.0%,-2.8%,3.3%,-2.0%,32.0%,0.0%,-3.9%,1.6%,17.4%
O=S(=O)(c1cccc2nsnc12)N1CCNCC1,-5.6%,-0.8%,-10.8%,1.4%,7.9%,-0.9%,-14.1%,8.0%,3.1%
CC(C)n1cc(C(=O)c2ccccc2O)cc(C#N)c1=O,13.2%,16.4%,39.9%,-11.3%,38.5%,-6.3%,-6.9%,0.3%,-0.1%
CC(Oc1ccc2cc(-c3ccccc3)c(=O)oc2c1)C(=O)NCC1CCC(C(=O)O)CC1 (stereo unspecified),4.5%,-2.9%,-12.0%,-19.0%,0.7%,4.6%,?,6.4%,-0.8%
CC(C)CN(C(=O)CCC1CCCCC1)c1c(N)n(CC(C)C)c(=O)[nH]c1=O,0.6%,-2.7%,-5.8%,4.4%,20.8%,13.3%,16.7%,-5.3%,-6.2%
